NTR1 agonist: agonists of NTR1, primary screen, imaging, U2OS cells, beta-arrestin-GFP, high content (AID 493036); P30989; activation, % at 20 µM; NTR1-U2OS beta-arrestin-GFP spot imaging, agonist mode; hit rate 0.17% among 330,000;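 active means activation at or above 40% of the spot to cytoplasm intensity ratio, with at least 20 cells analyzed; inconclusive means wells under 20 cells, flagged as cytotoxic or low count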;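 further: 0% = DMSO without peptide and 100% = 100 nM NTR1 peptide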
Target sequence (P30989 whole entry, looked up): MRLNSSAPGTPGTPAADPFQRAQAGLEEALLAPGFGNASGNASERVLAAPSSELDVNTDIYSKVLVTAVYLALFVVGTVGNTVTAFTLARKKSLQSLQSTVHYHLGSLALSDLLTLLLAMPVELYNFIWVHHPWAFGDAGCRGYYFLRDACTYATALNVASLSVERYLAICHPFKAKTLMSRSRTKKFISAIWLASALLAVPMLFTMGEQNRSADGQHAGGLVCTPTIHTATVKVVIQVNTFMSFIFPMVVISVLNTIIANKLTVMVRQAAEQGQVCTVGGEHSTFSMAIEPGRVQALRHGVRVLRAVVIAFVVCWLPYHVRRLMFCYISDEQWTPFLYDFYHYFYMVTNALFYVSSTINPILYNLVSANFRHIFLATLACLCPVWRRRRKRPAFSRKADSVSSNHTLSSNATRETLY
GPR35 arrestin U2OS: GPR35 antagonists blocking zaprinast-driven arrestin recruitment, primary screen, imaging, U2OS, beta-arrestin-GFP, zaprinast agonist (AID 2058) | hit rate 0.052% among 290,000 | U2OS GPR35 beta-arrestin-GFP translocation imaging, zaprinast antagonism; higher % means a stronger effect | inhibition, % at 10 µM, or IC50 in µM where a hit was titrated;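 active means inhibition of at least 50% with at least 30 cells and total cytoplasm GFP at most 10,000,000; inconclusive means under 30 cells or total GFP of 10,000,000 plus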
Rac1 GTP hydrolysis: MgcRacGAP GTPase-activating activity inhibitors, confirmation, biochemical, ADP Hunter fluorescence; AID 624330; one-dose inhibition, % at 30 µM; IC50 in µM for titrated hits; MgcRacGAP-stimulated Rac1 GTP hydrolysis, ADP Hunter fluorescence; higher % means a stronger effect; GST-tagged Rac1 F28L mutant substrate; hit rate 0.6% among 340,000;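 active means first-screen hits whose inhibition reached a set limit at any dose in the follow-up dose series; inconclusive means inhibition above the set first-screen limit but never retested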;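 further: fluorescence reports GDP produced by GAP-driven GTP hydrolysis; strong numbers were not always called active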
Myeloid diff 2: promotes myeloid progenitor differentiation. hit rate 1% among 360,000. calls only at 10 µM. ER-HoxA9 myeloid progenitors, lysozyme-GFP differentiation, flow cytometry. AID 624256;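 active means normalized GFP-positive differentiation at or above the plate's own cutoff, the solvent-only control mean plus 3 SD; inconclusive means no clear call, values can overlap the other calls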;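 further: cells exposed to compound for four days before flow analysis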
SIAH1 antagonists: Siah-1 peptide-binding antagonists, primary screen, biochemical, fluorescence polarization, rhodamine-plectin, uHTS (AID 1817) | Siah-1 / rhodamine-plectin peptide fluorescence polarization; higher % means a stronger effect | displacement, % at 20 µM, or IC50 in µM where a hit was titrated | hit rate 0.02% among 290,000;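 active means displacement of at least 50% at 20 µM, with a fluorescence ratio check between 0.3 and a set limit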;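 further: plate controls were Siah plus tracer with DMSO for no effect and tracer alone without Siah for full effect; strong numbers were not always called active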
PhoP inhibition: PhoP-dependent GFP reporter repression – Salmonella Typhimurium, primary screen (AID 1863) | hit rate 0.16% among 300,000 | S. Typhimurium PhoP-regulated promoter GFP reporter, 4 h; higher % means a stronger effect | inhibition, % at 50 µM; hits with a dose series show IC50 in µM;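 active means inhibition over 29.93%, a cutoff 3 SD above the screen mean, later confirmed by dose response; inconclusive means inhibition over 29.93% but no dose response follow-up; inactive means inhibition at most 29.93% or unconfirmed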;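 further: 0% = low Mg2+ inducing control and 100% = high Mg2+ repressing control; strong numbers were not always called active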
GPR55 antagonists: GPR55 antagonists blocking LPI-driven arrestin recruitment, primary screen, imaging, U2OS, beta-arrestin-GFP, LPI agonist (AID 2013). U2OS GPR55 beta-arrestin-GFP translocation imaging, LPI antagonism; higher % means a stronger effect. inhibition, % at 10 µM; hits with a dose series show IC50 in µM. hit rate 0.13% among 290,000;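 active means spots per cell inhibited over 60%, with over 100 cells counted and total cytoplasm intensity under 500,000; inconclusive means wells with under 100 cells, flagged as likely toxic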;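 further: U2OS cells stably carrying GPR55 and arrestin-GFP stimulated by 5 µM LPI near EC80; imaged beta-arrestin-GFP aggregate spots per cell after agonist stimulation; plate controls were LPI-stimulated DMSO wells for no effect and DMSO wells without LPI for full effect; some results filed as inactive read as strong as hits; confirmed hits need IC50 under 10 µM and bright autofluorescent wells are also inconclusive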
HIV peptide binding: inhibitors of HIV fusion peptide binding, primary screen, biochemical, uHTS, fluorescence dequenching (AID 1986). cell-free peptide binding, fluorescence dequenching, 30 min; higher % means a stronger effect. one-dose inhibition, % at 20 µM; IC50 in µM for titrated hits. hit rate 0.3% among 290,000; in the data active means inhibition mostly above about 52%, no sharp cut-off; inactive means mostly below about 76%; further: some results filed as inactive read as strong as hits
LYP phosphatase: inhibitors of LYP phosphatase, biochemical, fluorescence intensity, uHTS (AID 1779). inhibition, % at 11.5 µM, or IC50 in µM where a hit was titrated. recombinant LYP phosphatase, fluorescence intensity; higher % means a stronger effect. hit rate 0.054% among 290,000; in the data active means inhibition above about 50%;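 further: plate controls were vehicle with enzyme for no effect and no enzyme for full effect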
NTR1 agonist cell count 20 µM: second read-out of NTR1 agonist, no call of its own (marks repeat the call); cell count; measured here: cell count, cytotoxicity flag
Myeloid diff 2 GFP+ MAC1+ %: recorded beside Myeloid diff 2, whose call it bears; GFP+ MAC1+ double positive, %; measured here: differentiation confirmed by MAC1 staining
Starred values were filed as active, the others as inactive; i = inactive; ? = inconclusive; . = not tested or not shown; + = active, no number.

Every second line gives: NTR1 agonist	NTR1 agonist cell count 20 µM	GPR35 arrestin U2OS	Rac1 GTP hydrolysis	Myeloid diff 2	Myeloid diff 2 GFP+ MAC1+ %	SIAH1 antagonists	PhoP inhibition	GPR55 antagonists	HIV peptide binding	LYP phosphatase
- NC(=O)NC(CC(=O)NCCCc1ccccc1)c1ccccc1Cl (configuration not stated)
  1.0	34	5%	6%	i	0.2	0%	-2%	4%	-0.6%	-4%
- Cc1ccc2[nH]c3c(c2c1)CN(C(=O)CN1CC(C)OC(C)C1)CC3 (configuration not stated)
  -1.2	58	-6%	7%	+	0.5*	1%	-4%	8%	151%	-9%
- COc1cc(C2c3sc(=O)[nH]c3SC3C(=O)N(c4ccc(Br)cc4)C(=O)C32)ccc1O (configuration not stated)
  2.6	51	3%	13%	i	0.6	1%	-1%	-8%	18%	-7%
- O=S(=O)(c1ccc(F)cc1)N1CCN(c2ncnc3c2cnn3-c2ccccc2)CC1
  1.8	61	11%	6%	i	0.7	-2%	4%	0%	0.4%	-6%
- COc1ccc(C)cc1N(C(=O)c1snc(C(N)=O)c1N)C(C(=O)NC1CCCCC1)c1ccc(C)o1 (configuration not stated)
  8.2	43	-4%	6%	i	3.5	7%	.	8%	0.8%	4%
- Cc1ccc(CS(=O)(=O)CCC(=O)NCc2ccc3c(c2)OCO3)cc1
  -0.9	48	4%	13%	i	5.7	-3%	17%	13%	-0.7%	-6%
- COc1ccc(CC(=O)NC(=S)Nc2ccc(S(N)(=O)=O)cc2)cc1
  0.2	76	10%	9%	i	0.4	6%	2%	10%	-1.7%	-4%
- NC(=O)c1nc(C2CCCCC2)nc2c1[nH]c(=O)n2-c1ccc(F)cc1
  6.8	85	6%	-2%	i	2.0	-4%	-2%	10%	-2.3%	-4%
- O=C(NCCN1CCN(c2ccc([N+](=O)[O-])cc2)CC1)NCc1ccccc1
  1.6	59	2%	2%	i	0.1	-5%	10%	5%	-0.3%	-8%
- Cc1nc(NC(=O)C2CC3CCCC(C2)C3=O)sc1C (configuration not stated)
  -0.7	69	11%	8%	i	0.6	0%	7%	-2%	-0.8%	2%
- C#CCCCCCCCCC(=O)NCCCC
  -1.3	97	0%	6%	i	0.6	2%	0%	-18%	0.9%	-4%
- COc1ccc(OC)c(C(=O)c2ccc(C(=O)c3cc(OC)ccc3OC)cc2)c1
  0.4	39	-18%	2%	i	3.4	3%	8%	8%	0.6%	-4%
- COc1ccc(S(=O)(=O)Nc2nc3ccccc3nc2NCc2ccc3c(c2)OCO3)cc1
  -1.7	36	3%	8%	i	0.5	-3%	-11%	-10%	10%	0%
- CC1CCN(C(=O)CN(c2ccc(Cl)c(C(F)(F)F)c2)S(C)(=O)=O)CC1
  2.4	36	-4%	16%	i	0.3	1%	2%	7%	1.1%	-6%
- CCC1CCCCN1S(=O)(=O)c1ccccc1 (configuration not stated)
  2.4	63	5%	6%	i	0.8	-5%	-1%	-3%	0.2%	-8%
- CCN1CCCc2cc(CN(CCN3CCOCC3)C(=S)Nc3cc(F)cc(F)c3)ccc21
  1.6	57	14%	11%	i	0.5	-6%	-9%	8%	0.7%	-8%
- CC1CN(C(=O)c2c([N+](=O)[O-])cnn2C)CC(C)O1 (configuration not stated)
  0.3	66	4%	5%	i	1.1	-1%	0%	-7%	-0.4%	-9%
- COc1ccc(NC(C)C(=O)N/N=C/c2ccccc2OCc2ccc(Br)cc2)cc1 (configuration not stated)
  6.6	58	-6%	4%	i	0.6	-1%	-12%	-7%	0.8%	6%
- CCc1nc2ccccc2n1CC(=O)N1CCN(Cc2ccccc2)CC1
  -1.5	89	6%	.	i	0.4	-1%	3%	-1%	-1.0%	-5%
- O=C(COc1ccc(S(=O)(=O)N2CCCCC2)cc1)NCc1cccnc1
  1.2	80	6%	5%	i	0.9	1%	-2%	4%	0.7%	-5%
- CC(C)CC(NC(=O)c1ccccc1)C(=O)OCC(=O)Nc1ccc(S(N)(=O)=O)cc1 (configuration not stated)
  -2.4	107	10%	4%	i	0.1	-3%	.	7%	1.2%	-9%
- O=C(CCc1ccccn1)N1CCCC(N2CCN(c3ccc(F)cc3)CC2)C1 (configuration not stated)
  0.4	49	-2%	8%	i	1.0	5%	.	-4%	-0.7%	-9%
- CS(=O)(=O)N1CCC(C(=O)NCCC2=CCCCC2)CC1
  0.6	49	-6%	3%	i	5.3	-4%	6%	0%	-0.9%	-9%
- CCOC(=O)Cn1nc(C)c2c1CCCC2=O
  4.1	60	6%	9%	i	3.2	0%	-2%	-4%	-0.8%	-6%
- Cc1ccc(NC(=S)Nc2cc(C)on2)cc1
  2.3	48	3%	.	i	0.2	1%	-4%	-11%	-0.6%	-7%
- CC(=O)c1ccc(NC(=O)CSc2nc(N)c3cc4c(nc3n2)CCCC4)cc1
  4.1	72	-4%	10%	i	1.2	-8%	11%	-13%	2.8%	-6%
- CCOC(=O)/C(C#N)=C/c1cc2ccccc2nc1N1CCOCC1
  3.9	72	-5%	3%	i	0.4	2%	-15%	9%	-1.5%	-2%
- Cc1ccc(CN2CCN(CCC(C)C)C(CCO)C2)s1 (configuration not stated)
  -1.1	71	2%	11%	i	0.3	-2%	-5%	13%	0.5%	1%
- O=[N+]([O-])c1ccccc1Nc1cccnc1
  -1.9	74	.	5%	i	1.5	.	4%	.	.	.
- Cc1nc2ccccc2c2oc(C(=O)NCCCN3CC(C)CC(C)C3)cc12 (configuration not stated)
  1.2	55	-6%	7%	i	4.4	4%	-9%	14%	-1.5%	-9%
- O=C(NCc1cccs1)c1ccc([N+](=O)[O-])cc1Cl
  1.1	69	-6%	9%	i	0.6	1%	9%	14%	0.7%	-3%
- CC(=O)Nc1ccc(S(=O)(=O)NCCSCc2ccco2)cc1
  -0.4	40	-14%	9%	i	2.9	1%	8%	4%	2.8%	1%
- COc1ccc(C(C)=O)cc1Cn1cnc2c(cnn2C)c1=O
  -1.3	57	-5%	9%	i	0.6	3%	-2%	0%	-0.8%	-6%
- CCCCc1c(O)nc(N2CCN(Cc3ccccc3)CC2)[nH]c1=O
  -1.8	81	-1%	4%	i	0.6	2%	-4%	5%	1.3%	1%
- OC1(C#CCCN2CCCCC2)c2ccccc2-c2ccccc21
  -1.5	49	-4%	9%	i	0.1	6%	-5%	2%	0.5%	-4%
- COc1ccccc1C(=O)Nc1ccc(C(=O)/C=C/c2cccs2)cc1
  6.1	62	6%	2%	i	0.6	5%	-20%	6%	2.9%	2%
- COc1cc(C(=O)N/N=C(\Cc2ncc[nH]2)c2ccccc2)cc(OC)c1OC
  4.2	62	-5%	-4%	?	.	-1%	-6%	2%	-0.7%	-6%
- Cc1ccccc1CCN(C(=O)CN1C(=O)c2ccccc2S1(=O)=O)C(C(=O)NCC1CCCO1)c1ccncc1 (configuration not stated)
  0.6	54	-7%	-2%	i	0.1	10%	-14%	6%	1.3%	-8%
- COc1cccc(CC(=O)NNC(=O)c2c(-c3ccccc3)noc2C)c1
  -0.6	46	-5%	.	i	1.1	-1%	0%	4%	0.3%	-12%
- O=c1[nH]nnc2sc3c(c12)CCCC3
  1.4	46	11%	9%	i	0.6	-3%	4%	0%	-2.4%	2%
- COCCN1CCN(Cc2cn(C)nc2-c2ccc(Oc3ccccc3)cc2)CC1
  1.5	62	-12%	9%	i	0.6	10%	-8%	-2%	-0.8%	-7%
- CC(=O)Nc1ccc2c(c1)CCCC2=O
  0.0	32	-8%	6%	i	0.7	-5%	-4%	-4%	-0.6%	-3%
- Cc1cc(NC(=O)c2sc(Nc3ccc(F)c(Cl)c3)nc2N)no1
  0.7	58	-2%	6%	i	0.0	2%	-4%	-8%	0.2%	3%
- Cc1nc(S(=O)(=O)N2CCOCC2)c(C#N)c(C)c1Cl
  -2.5	52	4%	3%	i	1.1	1%	-3%	0%	-2.3%	-4%
- O=[N+]([O-])c1ccc(C=Nc2cccc3ccccc23)s1
  1.7	32	-12%	15%	?	.	46%	4%	-8%	-2.4%	-13%
- COC(=O)N/N=C/c1ccc(-c2cc(Cl)cc(Cl)c2)o1
  8.1	47	1%	9%	i	0.1	6%	-6%	10%	1.2%	0%
- COCCOc1cc(NC(=O)c2ccccc2)c(Cl)cc1Cl
  -0.3	42	-11%	-2%	i	0.0	0%	-5%	12%	1.9%	0%
- CC(C)C[C@H](N)C(=O)N1CCC(C(=O)N[C@H](C(=O)NC(C)c2ccccc2)C(C)C)CC1 (some centres not stated)
  -1.3	89	-9%	-1%	i	2.8	-1%	-7%	9%	-0.3%	-4%
- CSc1ccc(NC(=O)NCCN2CCc3ccccc3C2)cc1
  1.9	73	12%	6%	i	7.6	-4%	-2%	3%	-2.7%	-5%
- CC1CCCC(C)N1C(=O)COC(=O)CNC(=O)C12CC3CC(CC(C3)C1)C2 (configuration not stated)
  1.0	72	.	2%	i	0.6	.	3%	.	.	.
- O=C(Cc1ccc([N+](=O)[O-])cc1)Nc1ccc2c(c1)C(=O)NC2=O
  -0.6	71	5%	6%	i	0.1	0%	0%	-3%	2.6%	-10%
- O=C(Nc1ccc(S(=O)(=O)Nc2nccs2)cc1)c1c(F)c(F)c(F)c(F)c1F
  1.0	57	-6%	-9%	?	.	2%	3%	10%	2.1%	-5%
- O=C1CS/C(=N\C(=O)N2c3ccccc3Sc3ccccc32)N1
  1.1	69	-20%	29%	i	0.5	-2%	-3%	14%	4.5%	3%
- C[C@H](NC(=O)N1CCn2c1nc1ccccc12)C(=O)N1CCCCC1
  1.4	75	0%	14%	i	4.0	8%	-4%	3%	2.8%	-15%
- CC1CCN(CCCNS(=O)(=O)c2ccc3c(c2)CCN3C(=O)C2CC2)CC1
  0.9	50	2%	11%	i	1.2	7%	0%	-1%	-1.3%	-9%
- Cc1c(CCO)c(=O)n(-c2ccccc2)n1S(=O)(=O)c1c(Cl)cc(Cl)cc1Cl
  2.0	90	-1%	10%	i	0.2	3%	-7%	15%	-0.1%	8%
